Screening data as filed in PubChem BioAssay.
Mot1-301 SUMO = yeast Mot1-301 growth rescue at high temperature, primary screen, SUMOylation pathway inhibitor project, S. cerevisiae, ATP luminescence, 38.5C | S. cerevisiae Mot1-301 growth rescue; percent above DMSO median, 100 means doubled | growth rescue, % at 18.8 µM | hit rate 1% among 320,000;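 active means every valid replicate shows activation above 250% relative to neutral control wells; inactive means the rest, any valid replicate at or below 250%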;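 further: OY570 slx delta 5 strain wells were the positive control but not used for scaling; some compounds called inactive have numbers as strong as hits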
Cardiac RTF inh = cardiac RTF calcium sensitivity inhibitors, primary screen, biochemical, IANBD-TnC fluorescence, EC70 calcium | Troponin I, cardiac muscle (Homo sapiens) + Troponin T, cardiac muscle (Homo sapiens) + … | IANBD-labeled cardiac RTF, Ca2+ fluorescence | inhibition, % at 7.15 µM | hit rate 0.12% among 340,000 | AID 493244, 2011;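 active means inhibition above the mean inhibition of all tested compounds plus 3 SD, cut at about 17% in these data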;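 further: assay run at fixed EC70 calcium of 1.6 mM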
dFosB activator = activators of delta FosB homodimer, primary screen, biochemical, fluorescence polarization, TAMRA-CDK5 oligo, single point. purified delta FosB; percent of positive-control signal above neutral wells. activation, % at 25 µM. hit rate 0.99% among 340,000. AID 493131, 2011;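 active means mean activation above about 17%, with every replicate also reaching it, limit read from the data, passing the limit was not always enough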;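 further: fluorescence polarization rise as delta FosB binds a TAMRA Cdk5 AP-1 oligo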
PfHsp90 set2 = growth inhibition of PfHsp90-expressing yeast, primary screen, antimalarial PfHsp90 inhibitor project, S. cerevisiae, BacTiter-Glo luminescence, single point, set 2 | BacTiter-Glo ATP, 48 h; yeast lacking PDR1 and PDR3 efflux regulators | hit rate 0.32% among 310,000 | inhibition, % at 9.4 µM | AID 504621, 2011;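 active means every replicate shows inhibition above about 80%, whatever the replicate mean, limit read from the data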;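 further: 0% = DMSO neutral controls and 100% = 20 µM radicicol positive controls; yeast relying on Plasmodium falciparum Hsp90 in place of its own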
RTF Ca sens act = cardiac RTF calcium sensitivity activators, primary screen, biochemical, IANBD-TnC fluorescence, EC20 calcium | Troponin I, cardiac muscle (Homo sapiens) + Troponin T, cardiac muscle (Homo sapiens) + … | IANBD-labeled TnC RTF fluorescence at EC20 calcium; 0% EC20 calcium, 100% full calcium | activation, % at 7.2 µM | hit rate 0.24% among 340,000 | AID 493008, 2010;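 active means activation above the mean over all tested compounds plus 3 SD, cut at about 30% in these data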;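 further: rise in fluorescence read as greater calcium sensitivity of cardiac thin filaments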
LANA DNA inh = inhibitors of KSHV C-LANA binding to DNA, primary screen, biochemical, fluorescence polarization, FAM-LBS DNA, MBP-C-LANA, single point; hit rate 0.078% among 340,000; inhibition, % at 9 µM; AID 504423, 2011; Kaposi's sarcoma herpesvirus LANA C-terminal domain (residues 932-1162) DNA binding;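 active means highest replicate inhibition at or above 60% at 9 µM, even if other replicates fall short; inactive means all replicates below 60% inhibition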;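 further: 0% = neutral control wells and 100% = 4 µM acridine orange control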
NSD2 HMT inh = NSD2 histone methyltransferase inhibitors, primary screen, biochemical, AlphaScreen, single concentration, set 2; Histone-lysine N-methyltransferase NSD2 (Homo sapiens), O96028; NSD2 peptide methylation, 120 min; inhibition, % at 12.5 µM; hit rate 0.54% among 310,000; AID 743445, 2014; in the data active means inhibition above about 50%
Keap1 Nrf2 FP = Keap1-Nrf2 protein-protein interaction inhibitors, primary screen, biochemical, fluorescence polarization, single point; Keap1 Kelch-Nrf2 peptide fluorescence polarization, 1536-well; hit rate 0.15% among 340,000; AID 504523, 2011; inhibition, % at 9.4 µM; in the data active means inhibition above about 12%;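 further: human Keap1 Kelch domain with fluorescein labeled Nrf2 9mer peptide probe; 0% = neutral control wells and 100% = peptide positive control; higher means more block of Keap1 binding to Nrf2 peptide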
Target sequence (Q14145 whole entry, looked up, the tested form may be a part): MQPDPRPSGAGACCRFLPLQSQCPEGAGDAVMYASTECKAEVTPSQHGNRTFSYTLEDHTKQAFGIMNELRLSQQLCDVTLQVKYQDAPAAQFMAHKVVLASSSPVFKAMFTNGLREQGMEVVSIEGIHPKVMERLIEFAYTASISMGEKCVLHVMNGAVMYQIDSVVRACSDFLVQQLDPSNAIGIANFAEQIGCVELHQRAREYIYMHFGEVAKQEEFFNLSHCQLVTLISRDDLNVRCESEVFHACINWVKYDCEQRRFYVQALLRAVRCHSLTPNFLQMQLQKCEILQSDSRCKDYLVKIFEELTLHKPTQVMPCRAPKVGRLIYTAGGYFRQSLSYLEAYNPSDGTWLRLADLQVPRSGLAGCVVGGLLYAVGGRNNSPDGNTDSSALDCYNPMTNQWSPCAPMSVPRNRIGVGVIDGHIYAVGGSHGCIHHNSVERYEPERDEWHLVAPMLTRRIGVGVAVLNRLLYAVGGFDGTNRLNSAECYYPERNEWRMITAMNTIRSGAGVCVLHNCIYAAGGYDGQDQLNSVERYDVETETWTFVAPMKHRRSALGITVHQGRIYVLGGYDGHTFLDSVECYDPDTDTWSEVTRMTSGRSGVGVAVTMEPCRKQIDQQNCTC
Rtt109 Vps75 = inhibitors of C. albicans Rtt109/Vps75 HAT, primary screen, biochemical, ThioGlo CoA-SH fluorescence, plate reader. purified Rtt109/Vps75, 4 h. inhibition, % at 34.9 µM. hit rate 0.16% among 330,000. Histone acetyltransferase RTT109 (Candida albicans (strain SC5314 / ATCC MYA-2876)), …;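 active means inhibition of at least 50% in every replicate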
Target sequence (Q5AAJ8 whole entry, looked up): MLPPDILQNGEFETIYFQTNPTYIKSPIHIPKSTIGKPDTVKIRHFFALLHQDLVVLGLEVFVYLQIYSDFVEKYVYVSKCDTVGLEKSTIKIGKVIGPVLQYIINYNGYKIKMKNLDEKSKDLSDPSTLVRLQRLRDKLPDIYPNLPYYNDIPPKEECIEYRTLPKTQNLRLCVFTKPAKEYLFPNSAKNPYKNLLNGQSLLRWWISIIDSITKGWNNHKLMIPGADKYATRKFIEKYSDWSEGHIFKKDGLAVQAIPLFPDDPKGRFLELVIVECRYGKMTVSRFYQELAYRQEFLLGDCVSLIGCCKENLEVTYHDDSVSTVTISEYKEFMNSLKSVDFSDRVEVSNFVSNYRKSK
CDK5 inh = inhibitors of human CDK5/p35 kinase, primary screen, biochemical, single concentration; Recombinant CDK5/p35, ADP-Glo luminescence, 60 min; inhibition, % at 10 µM; hit rate 0.01% among 330,000;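 active means highest replicate inhibition of at least 50% and at least 75% of replicates reaching 50%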;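 further: plate controls were DMSO neutral control for no effect and GW8510 at 10 µM for full effect; many of its hits are not listed in these tables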
PvdQ inh = P. aeruginosa PvdQ acylase inhibitors, primary screen, biochemical, fluorescence, plate reader and imaging, single point | purified PvdQ acylase | inhibition, % at 10 µM | hit rate 0.063% among 340,000 | AID 488965, 2010; in the data active means inhibition above about 30%, passing the limit was not always enough;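 further: 0% = vehicle neutral wells and 100% = reference inhibitor wells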
* marks the source's active call; other numbers are inactive results; / = no result given; & = joins results of further samples.

item	SMILES	NSD2 HMT inh	CDK5 inh	dFosB activator	Cardiac RTF inh	RTF Ca sens act	LANA DNA inh	Keap1 Nrf2 FP	PvdQ inh	Rtt109 Vps75	PfHsp90 set2	Mot1-301 SUMO
1	COc1ccc(NC(=O)c2nnn(Cc3ccc(SC)cc3)c2N)c(OC)c1	/	0.3	-4	-5	4	-0.2	1	-18	-4	2	21
2	O=C(N/C(=C/c1ccccc1)C(=O)N1CCOCC1)c1ccc([N+](=O)[O-])cc1	-35	-0.6	-3	-3	0	-0.3	-1	-4	/	-3	6
3	COc1ccccc1NC(=O)C1CCCN(c2ncnc3c2nc2n3CCCCC2)C1 (centres undefined)	2	-1.0	0	-5	-6	-0.8	1	4	-9	-47	338
4	CCN1C(=O)CC(NCc2ccc(S(N)(=O)=O)cc2)C1=O (centres undefined)	-3	-0.2	7	-5	2	0.9	1	-5	-17	-12	-23
5	CCc1ccc(/C=C2\SC(=S)N(CCC(=O)Nc3cc(C)on3)C2=O)cc1	0	5.1	2	-14	5	-2.3	-9	-5	/	-10	4
6	O=C(NN/C(=N/S(=O)(=O)c1ccc(Cl)cc1)c1ccccc1)c1ccc(O)cc1	-3	2.9	-8	2	2	-0.1	-1	10	1	20	-26
7	Cc1ccc(/C=c2\s/c(=C(/C#N)C(=O)N3CCCC3)n(Cc3ccco3)c2=O)s1	0	0.3	-18	-6	7	1.0	3	-6	9	-3	8
8	COc1ccc(S(=O)(=O)N(C)C[C@H]2Oc3c(cccc3N(C)C)C(=O)N([C@H](C)CO)C[C@@H]2C)cc1	/	-1.6	-7	-7	0	-1.3	-3	-11	-2	9	3
9	S=C(NCCc1ccccc1)Nc1nccs1	/	-0.6	-8	-7	-3	1.7	2	-2	-1	9	7
10	O=C(NC(=S)Nc1ccc(Br)cc1F)C1CCCCC1	33	-1.6	-6	-2	-6	2.6	0	1	-1	-1	5
11	O=C(c1cc(S(=O)(=O)N2CCCCC2)ccc1F)N1CCCCC1	0	-0.7	6	-3	-4	0.8	-7	0	-3	19	-26
12	Cc1nc2ccccc2n1Cc1ccccc1	-1	0.6	1	4	5	-0.6	5	-6	3	4	-15
13	COc1ccc(CN(C(=O)c2oc3ccccc3c2C)C2CCS(=O)(=O)C2)cc1OC (centres undefined)	2	0.5	-6	-4	1	-0.1	-1	2	11	12	2
14	Cc1cc(C)n2nc(S(=O)(=O)NC3CCCCC3)nc2n1	/	-0.2	-1	1	-2	1.7	2	14	-1	15	38
15	Cc1ccc(N(Cc2ccccc2F)S(C)(=O)=O)c(C)c1	-2	-0.9	2	5	-2	0.6	0	-16	-5	-9	4
16	O=C1CSC(c2cn(-c3ccccc3)nc2-c2cc3ccccc3oc2=O)N1Cc1ccco1 (centres undefined)	1	-1.8	-7	-8	1	0.4	-4	-5	-12	/	14
17	CN(C)CCN(C(=O)c1ccc2c(c1)OCCO2)c1nc2c(Cl)cccc2s1	3	-8.4	-8	-2	4	0.4	-1	-13	10	6	-8
18	O=C(O)CCc1nc(-c2ccccc2)no1	-6	-0.9	-1	0	2	-0.9	-4	-6	-1	/	6
19	NC1=NC(=O)/C(=C/c2ccc(Br)cc2)S1	-1	0.7	-2	-2	-6	5.9	-7	-9	1	-14	209
20	CC(C)CC(=O)Nc1nnc(S(=O)(=O)N(C)c2ccc(Cl)cc2)s1	-1	0.5	9	-7	4	0.3	0	-6	-10	-5	-16

3 compounds from above, sorted by the number in Mot1-301 SUMO, falling.
cpd	SMILES	NSD2 HMT inh	CDK5 inh	dFosB activator	Cardiac RTF inh	RTF Ca sens act	LANA DNA inh	Keap1 Nrf2 FP	PvdQ inh	Rtt109 Vps75	Mot1-301 SUMO
14	Cc1cc(C)n2nc(S(=O)(=O)NC3CCCCC3)nc2n1	/	-0.2	-1	1	-2	1.7	2	14	-1	38
18	O=C(O)CCc1nc(-c2ccccc2)no1	-6	-0.9	-1	0	2	-0.9	-4	-6	-1	6
13	COc1ccc(CN(C(=O)c2oc3ccccc3c2C)C2CCS(=O)(=O)C2)cc1OC (centres undefined)	2	0.5	-6	-4	1	-0.1	-1	2	11	2

Later entries:
item	SMILES	NSD2 HMT inh	CDK5 inh	dFosB activator	Cardiac RTF inh	RTF Ca sens act	LANA DNA inh	Keap1 Nrf2 FP	PvdQ inh	Rtt109 Vps75	PfHsp90 set2	Mot1-301 SUMO
21	Cc1c(C)c2ccc(OC(C)C(=O)NCCc3c[nH]c4ccccc34)cc2oc1=O (centres undefined)	/	-0.2	-4	1	-6	0.8	-7	4	-3	-2	-12
22	O=C(NCc1ccc2c(c1)OCO2)c1cccc(F)c1	-3	1.8	-5	-5	4	-3.2	-4	-14	15	19	247
23	O=C(Cn1c(SCC(=O)N2CCCc3ccccc32)nc2ccccc21)N1CCCC1	-3	-0.2	4	2	-5	-0.4	-1	-4	2	11	7
24	CC(CN1CCOCC1)OC(=O)CCc1ccccc1 (centres undefined)	-6	-0.1	3	-10	0	0.6	5	-14	13	12	28
25	CCc1c(C)nc(SCC(=O)NNC(=O)Cc2ccc(OC)cc2)[nH]c1=O	-7	0.1	-1	7	-6	0.1	-1	-4	-8	-20	2
26	O=C(c1cc2c(ccc3ccccc32)oc1=O)N1CCCC1	-2	0.4	-4	-1	3	-0.8	1	-2	-371	22	495*
27	CCCCN(CCO)c1ncnc2sc(-c3ccccc3)cc12	-3	1.5	-12	9	-12	-1.5	-7	7	-3	-4	-2
28	CCOc1ccc(C2c3[nH]c4ccccc4c3C[C@H]3C(=O)N(C4CCN(Cc5ccccc5)CC4)CC(=O)N23)cc1OC (some centres undefined)	3	0.2	35*	-9	-6	-2.7	-4	-10	5	-24	-11
29	CCOC(=O)c1cc(-c2ccc(F)cc2)n(CCC(=O)NC2CCN(Cc3ccccc3)CC2)c1C	/	-1.1	1	6	16	-0.6	3	-2	26	9	44
30	COCC1CCCCN1C(=O)c1cccc(OC2CCN(C(=O)C3CC3)CC2)c1 (centres undefined)	-1	2.7	-10	-6	-1	-0.2	-6	-18	-22	25	1
31	Cc1onc(-c2ccccc2Cl)c1C(=O)NCc1ccc(F)cc1	0	0.8	-3	-1	-8	0.3	1	-9	-2	6	-9
32	COc1ccc(C)cc1NC(=O)CO/N=C(\N)CC(=O)Nc1ccccc1OC	-3	-1.5	-8	-3	3	1.1	-4	-15	0	/	-5
33	COc1cc2c(cc1OC)C1(Nc3c-2c(Cc2ccccc2)nn3-c2ccccc2)C(=O)Nc2ccccc21 (centres undefined)	1	0.3	-16	0	6	-0.9	1	-9	-1	-14	-5
34	CN(C)CCCC1(O)c2ccccc2CCc2ccccc21	1	1.4	-1	-3	-4	0.3	-2	-14	-1	6	0
35	OCCC1CN(Cc2cccn2-c2cccnc2)CCN1Cc1ccc(F)cc1 (centres undefined)	0	0.0	-6	-10	-1	2.4	-6	-11	-3	11	358*
36	COc1ccc(-c2csc(N(CCc3ccc(OC)c(OC)c3)C(=O)COc3ccccc3)n2)cc1	-2	0.3	-12	-6	3	-3.1	-5	-15	7	4	-16
37	CN(C)CCNC(=O)Cn1ccc2cc(S(=O)(=O)N3CCCCC3)ccc21	-1	-0.2	-6	-7	-4	0.1	0	-7	-4	-2	-3
38	CC(Oc1ccc(C(C)(C)C)cc1)c1ccnc2nc(/N=C/N(C)C)nn12 (centres undefined)	0	-1.0	-8	-6	-3	-0.2	-4	-11	3	-9	5
39	CC(C)C(c1nnnn1Cc1ccco1)N1CCC(C(N)=O)CC1 (centres undefined)	-2	0.6	-8	-10	-1	0.6	-2	-4	0	-4	-21
40	Cc1c(NC(=O)Oc2ccccc2)sc(=S)n1C	-3	-0.8	5	0	-6	16	1	11	-1	-7	6

Other results follow:
item	SMILES	NSD2 HMT inh	CDK5 inh	dFosB activator	Cardiac RTF inh	RTF Ca sens act	LANA DNA inh	Keap1 Nrf2 FP	PvdQ inh	Rtt109 Vps75	PfHsp90 set2	Mot1-301 SUMO
41	Cc1nn(CCCC(=O)NCc2ccccc2)c(=O)c2nccn12	/	0.6	-2	-3	-4	-0.3	-2	-10	10	-13	-1
42	CC(Oc1ccc(F)cc1)C(=O)NN (centres undefined)	-1	-4.7	-5	-2	7	0.6	-7	-18	16	-3	-2
43	O=C(NCC1CC1)c1onc(CSc2ccccc2)c1C(=O)NCC1CC1	/	1.6	-3	-12	-3	-0.5	-10	-10	-2	17	-3
44	Cc1cc(NS(=O)(=O)c2ccc(NC(=O)C3CCCCC3)cc2)no1	-2	-0.8	-4	-6	-6	0.6	5	4	9	17	-2
45	CC1(CCOCc2ccccc2)NC(=O)NC1=O (centres undefined)	-1	0.2	-3	-12	-3	0.2	-5	-10	-2	/	/
46	O=C(CN1CCCC1)N/N=C/c1ccc(-c2cccc(Cl)c2)o1	0	1.1	-4	8	-3	0.2	1	-6	16	-5	5
47	O=C1CN(C(=O)COc2ccccc2F)c2ccccc2N1	7	0.4	-10	-14	-3	0.0	2	10	-3	2	60
48	C=CCNc1nc2c(c(=O)n(C)c(=O)n2C)n1CC(=C)C	/	2.0	-4	-8	1	-0.4	2	-12&-2	3&-10	6	-5&-19
49	CN(C)c1ccc(C(CNC(=O)c2ccc(C#N)cc2)c2c[nH]c3ccccc23)cc1 (centres undefined)	2	0.2	-2	-6	4	-0.1	1	-2	2	4	7
50	O=C(NC1CCCC1)C(c1ccccn1)N(C(=O)c1csnn1)c1ccccc1Cl (centres undefined)	-2	0.3	-9	14	-5	0.9	-3	1	-4	-4	19
